Screens deposited in PubChem by National Center for Advancing Translational Sciences (NCATS).
PLK1 PBD block: inhibitors of human PLK1 polo-box domain binding. Plk1 PBD binding of FITC phosphopeptide, fluorescence polarization. Potency, µM, for inactives: max response, negative = inhibition, usual class: inhibitors. 2.8% of 360,000 active. AID 720504; also: potency is read from the fitted curve at half-maximal effect; series mostly up to about 57 µM; % is scaled to controls: 0 for no effect and ±100 for the full control effect; nearly all actives have a fitted effect of over 65% in size
EPAC2 antag: EPAC2 (human) antagonism | AID 720708 | EPAC2 GEF exchange of Rap1B-BODIPY-GDP, fluorescence | Potency, µM (top dose mostly 114 µM), without a hit: top-dose activity, negative = inhibition, hits mostly inhibitors | 0.18% of 360,000 active | Q8WZA2; also: potency is read from the fitted curve at half-maximal effect; % is scaled to controls: 0 for no effect and ±100 for the full control effect; nearly all actives have a fitted effect of over 45% in size; many of its hits are not listed in these tables
MmCpn inh: inhibitors of Methanococcus maripaludis chaperonin (MmCpn). purified Mm-Cpn ATPase, ADP Transcreener TR-FRET. Potency, µM (series often up to 76.9 µM), for the others: at the highest dose activity, negative = inhibition, usual class: inhibitors. 0.031% of 330,000 active; also: potency is read from the fitted curve at half-maximal effect; % is scaled to controls: 0 for no effect and ±100 for the full control effect; nearly all actives have a fitted effect of over 80% in size
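Quantitative HTS used 25 nM Mm-CPN and 10 uM ATP in magnesium/KCl Tris buffer, pH 7.4, with 1 mM DTT. Hydrolysis ran 30 min at 37°C; ADP was read by HTRF.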
EPAC1 antag: antagonists of human EPAC1 | O95398 | EPAC1 GEF assay, Rap1b-BODIPY-GDP exchange fluorescence | Potency, µM (highest dose often 115 µM), for the others: top-dose activity change, negative = inhibition, actives largely listed as inhibitors | 0.14% of 360,000 active | AID 720709;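 also: potency is read from the fitted curve at half-maximal effect; plate controls were vehicle for no effect and positive control for full effect; nearly all actives have a fitted effect of over 50% in size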
EPAC1 ag: agonists of human EPAC1. Potency, µM (titrated, usually from 154 µM), without a hit: at the top dose activation, hits mostly activators. 0.073% of 360,000 active. O95398. EPAC1 agonist qHTS, biochemical assay; response scale: 100% = response to 6.5 mM cAMP; also: potency is read from the fitted curve at half-maximal effect; nearly all actives have a fitted effect of over 60% in size
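Compounds were pinned as a concentration titration into mixtures of EPAC1 (100 nM), BODIPY-GDP-loaded Rap1B (250 nM) and GDP (50 uM). After 5 min at room temperature, fluorescence was followed for 30 min; activity was scaled to 6.5 mM cAMP.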
WRN helicase inh: blocks human WRN helicase. Q14191. WRN helicase unwinding, fluorescent forked duplex, kinetic. Potency, µM (doses to about 114 µM), for the others: top-dose activity change, negative = inhibition, actives largely listed as inhibitors. 0.46% of 360,000 active. AID 651768; also: potency is read from the fitted curve at half-maximal effect; % is scaled to controls: 0 for no effect and ±100 for the full control effect; nearly all actives have a fitted effect of over 55% in size
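Enzyme (20 nM final) and test compound sit together 15 min at room temperature before substrate addition. Substrate is a single-forked duplex oligonucleotide (100 nM) labelled with fluorophore and quencher, with 2 mM ATP; helicase unwinding raises red fluorescence, read kinetically.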
CCT modulator: modulators of cytosolic chaperonin (CCT/TRiC) activity; purified chaperonin ATPase assay, HTRF ADP detection, 30 min; activity change, % (test concentration not listed), hits read low; 0.3% of 360,000 active; in the data active = activity change below about -30%; also: % is scaled to controls: 0 for no effect and ±100 for the full control effect
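Enzyme 40 or 20 nM (batch-dependent) in Tris pH 7.4/KCl/MgCl2/DTT; cpd 76 uM single point; ATP 10 uM; 30 min 37 °C; Transcreener ADP HTRF detection, 30 min RT; ratio 665/615.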
PI5P4K alpha inh: blocks human PI5P4K alpha kinase activity; PI5P4Kalpha enzyme, ADP-Glo luminescence, 60 min; active compounds read low; max response, %; P48426; 1.2% of 330,000 active; active = max response of -50% or lower; inconclusive = between -30% and -50%; inactive = -30% or higher; also: value at the top dose of about 77 µM; % is scaled to controls: 0 for no effect and ±100 for the full control effect
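Human PI5P4Kalpha with substrate in 0.038 M HEPES pH 7.4, 0.28 mM EGTA, 0.1% CHAPS, 5% DMSO; reaction started with 5 microM ATP (final), 60 min at room temperature. ADP formed read by ADP-Glo luminescence.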
Numbers without * were called inactive; u = inconclusive; x = not tested or not shown; & = joins results of further samples; [ ] = another dose, or the depositor's remark. Unless noted, calls follow the shape of the dose curve; as a rule, active = well fitted curve in the direction sought with a large enough effect; inconclusive = small, poorly fitted or top-dose-only effect, or another doubt; inactive = no such curve, though single readings can be large; an effect the other way counts as inactive or inconclusive.

SMILES	PLK1 PBD block	EPAC2 antag	MmCpn inh	EPAC1 antag	EPAC1 ag	WRN helicase inh	CCT modulator	PI5P4K alpha inh
Cc1ccc(C2(O)CC(C)N(C)CC2C)cc1 (centres undefined)	-5%	15%	2%	-1%	7%	-6%	1.2	-5
CC[C@@H](CO)NC(=O)[C@@H]1C=C2c3cccc4c3c(cn4C)C[C@H]2N(C)C1	-12%&-8%	10%&3%	-21%	-1%&-8%	-2%&26%	-6%	1.0&-9.4	1&-1
COP(=S)(OC)Oc1ccc(Sc2ccc(OP(=S)(OC)OC)cc2)cc1	u	-24%	x	-18%	10%	-11%	-0.1	-64*
CCN1CCN(c2ccc(N)cc2)CC1	0%	-5%	-7%	-16%	1%	3%	1.4	0
O=C1NC(=O)C(=Cc2ccco2)C(=O)N1	4.7µM*	28%	x	-19%	0%	u	-2.2	-84*
NS(=O)(=O)c1ccc(CNC(=O)COc2ccc3c4c(c(=O)oc3c2)CCCC4)cc1	24µM*	-3%	2%	7%	14%	2%	-4.5	-14
O=C(N/N=C/c1c(O)n(CCc2ccc(F)cc2)c(=O)[nH]c1=O)c1ccncc1	-9%	-25%	-2%	-18%	2%	-15%	-2.1	-65*
O=P(Nc1ccccc1)(Nc1ccccc1)Oc1ccc(Cl)cc1	-3%	-7%	0%	u	6%	-12%	-0.1	x
COc1ccc(-n2c(O)c(C=NCc3ccc4c(c3)OCO4)c(=O)[nH]c2=O)cc1	-13%	16%	2%	9%	8%	-7%	0.8	-3
Cc1cccc(CN2CCCN(Cc3ccc(Cl)cc3)S2(=O)=O)c1	-2%	3%	0%	-17%	6%	-4%	-0.3	7
NP(=O)(OCCCc1ccccc1)c1ccccc1 (centres undefined)	-7%	4%	-2%	-4%	6%	1%	-1.2	-1
Cc1ccc(S(=O)(=O)Oc2ccccc2C=C2C(=O)NC(=O)NC2=O)cc1	4.7µM*	8%	x	13%	-2%	1%	1.0	u
CCN(CC)CCOC(=O)C(O)(c1ccccc1)c1ccccc1	-13%	-2%	-1%	-9%	-12%	2%	-4.3	1
CC(C)CCn1c(=O)c(C(=O)NCc2ccco2)c(O)c2ccccc21	-2%	1%	0%	-11%	-5%	-10%	0.1	6
O=C(c1ccc(N2CC3CC(C2)c2cccc(=O)n2C3)c([N+](=O)[O-])c1)N1CCCCC1 (centres undefined)	0%	-2%	1%	7%	-2%	4%	-0.6	-9
COc1ccc(N=Cc2c(O)n(CC3CCCO3)c(=O)[nH]c2=O)cc1 (centres undefined)	-16%	-5%	5%	0%	3%	16%	-6.1	-1
CCn1c(O)c(N=Nc2ccc(S(=O)(=O)N3CCOCC3)cc2)c(=O)n(CC)c1=S	-25%	-1%	1%	7%	8%	10%	-1.3	-1
CCOC(=O)c1c(C)n(Cc2ccc3c(c2)OCO3)c2ccc(O)cc12	-7%	0%	-1%	-6%	12%	-13%	-2.0	0
O=C1/C(=C/c2ccc3c(c2)OCO3)N2CCC1CC2	-8%	-2%	-5%	-16%	10%	1%	0.9	-2
CCC(C)N1C(=O)/C(=C\c2cnc(N(C)C)nc2)C(=O)NC1=S (centres undefined)	6.7µM*	2%	-1%	-11%	7%	50µM*	-2.6	-57*

Nine compounds already listed, arranged by length of the SMILES, falling.
SMILES	PLK1 PBD block	EPAC2 antag	MmCpn inh	EPAC1 antag	EPAC1 ag	WRN helicase inh	CCT modulator	PI5P4K alpha inh
NS(=O)(=O)c1ccc(CNC(=O)COc2ccc3c4c(c(=O)oc3c2)CCCC4)cc1	24µM*	-3%	2%	7%	14%	2%	-4.5	-14
COc1ccc(-n2c(O)c(C=NCc3ccc4c(c3)OCO4)c(=O)[nH]c2=O)cc1	-13%	16%	2%	9%	8%	-7%	0.8	-3
Cc1ccc(S(=O)(=O)Oc2ccccc2C=C2C(=O)NC(=O)NC2=O)cc1	4.7µM*	8%	x	13%	-2%	1%	1.0	u
CCOC(=O)c1c(C)n(Cc2ccc3c(c2)OCO3)c2ccc(O)cc12	-7%	0%	-1%	-6%	12%	-13%	-2.0	0
Cc1cccc(CN2CCCN(Cc3ccc(Cl)cc3)S2(=O)=O)c1	-2%	3%	0%	-17%	6%	-4%	-0.3	7
O=C1/C(=C/c2ccc3c(c2)OCO3)N2CCC1CC2	-8%	-2%	-5%	-16%	10%	1%	0.9	-2
Cc1ccc(C2(O)CC(C)N(C)CC2C)cc1 (centres undefined)	-5%	15%	2%	-1%	7%	-6%	1.2	-5
NP(=O)(OCCCc1ccccc1)c1ccccc1 (centres undefined)	-7%	4%	-2%	-4%	6%	1%	-1.2	-1
CCN1CCN(c2ccc(N)cc2)CC1	0%	-5%	-7%	-16%	1%	3%	1.4	0

Next section.
SMILES	PLK1 PBD block	EPAC2 antag	MmCpn inh	EPAC1 antag	EPAC1 ag	WRN helicase inh	CCT modulator	PI5P4K alpha inh
COc1ccc(C(=O)NC(=S)N2C[C@H]3C[C@H](C2)c2cccc(=O)n2C3)cc1OC	-10%	4%	2%	-7%	-15%	-8%	1.4	1
CCC12CN3CCN(CC(C3)C1O)C2 (centres undefined)	-1%	14%	1%	16%	0%	6%	1.6	x
C1=CC(Cc2cncs2)c2ccccc21 (centres undefined)	-20%	-18%	1%	7%	4%	4%	-0.8	-3
O=C1NC(=O)C(=Cc2ccc(Cl)cc2)C(=O)N1	x	4%	x	-6%	-3%	-32%	x	u
O=c1[nH]c(=S)n(-c2ccccc2F)c(O)c1C=Nc1ccc(N2CCOCC2)cc1	-15%	93%[activator]	-5%	88%[activator]	56µM*	-22%	-4.0	-1
COc1ccc(-n2cnc3cc(C(=O)N4CCC5(CC4)OCCO5)ccc32)cc1	-6%	-15%	1%	-23%	-6%	4%	-3.2	-1
Cc1c(N=Cc2c(O)n(CCc3ccc(F)cc3)c(=O)[nH]c2=O)c(=O)n(-c2ccccc2)n1C	0%	1%	-1%	-1%	-29%	2%	-1.0	x
CCc1nnc(NS(=O)(=O)c2ccc(N=Cc3c(O)n(-c4ccccc4)c(=O)[nH]c3=O)cc2)s1	-1%	4%	-4%	11%	7%	-3%	-3.2	-22
CCCNC(=O)N1[C@H]2CC[C@@H]1C(C(=O)OC)=C(c1cccc(OC)c1OC)C2	-14%	-14%	x	-19%	-3%	8%	-0.7	4
O=C(CN1CC=C(c2ccccc2)CC1)NC(=O)NC1CCCCC1	5%	5%	2%	-17%	3%	2%[57.1 µM]	-1.1	-6
CCC(C)n1c(C)cc(C(N)=O)c1C (centres undefined)	0%	6%	1%	0%	-8%	-4%	0.8	4
COc1ccc(OCC#CCN2CCC(C)CC2)cc1	-11%	5%	-1%	21%	-7%	-22%	-0.5	2
COc1ccccc1Oc1c(C)oc2cc(OC(=O)N(C)C)ccc2c1=O	2%	10%	1%	2%	5%	3%	0.3	-3
COc1cc(CC2(CCc3ccncc3)C(=O)NC(=O)NC2=O)cc(OC)c1OC	-16%	-3%	-4%	7%	15%	9%	-1.4	2
O=S1(=O)N(CCN2CC=C(c3c[nH]c4cc(F)ccc34)CC2)c2cccc3c2N1CCC3	2%	-2%	-4%	-10%	-5%	-13%	-0.6	28
CC1=C2C(=O)C3C(CC=C4CC(OC5OC(O)C(O)C(O)C5CO)CCC43C)C2CCC12OC1CC(C)CNC1C2C (centres undefined)	-10%	1%	2%	-22%	0%	-30%	-0.9	1
COC(=O)C1=C(c2ccc(OC)c(OC)c2)C[C@@H]2CC[C@H]1N2C(=O)NC1CC1	7%	-17%	1%	22%	-5%	8%	1.1	2
S=C(Nc1ccccc1)Nc1cccc(Br)c1	27µM*	1%[57.1 µM]	1%	4%	-12%	5%	-2.4	3
CC1CCCC(C)N1C(=O)CSc1nnc(NC(=O)c2cccs2)s1 (centres undefined)	u	5%	-1%	-10%	-1%	-7%	-4.4	2
CN1C(=O)c2ccccc2NC(=O)C1Cc1ccccc1 (centres undefined)	3%	-15%	x	5%	-13%	-1%	0.1	9

Copied from the list.
MmCpn inh with COC(=O)C1=C(c2ccc(OC)c(OC)c2)C[C@@H]2CC[C@H]1N2C(=O)NC1CC1 : 1%
WRN helicase inh with O=C1NC(=O)C(=Cc2ccc(Cl)cc2)C(=O)N1 : -32%

The results go on:
SMILES	PLK1 PBD block	EPAC2 antag	MmCpn inh	EPAC1 antag	EPAC1 ag	WRN helicase inh	CCT modulator	PI5P4K alpha inh
CC(=O)NCC1=C(c2cccc3ccccc23)C[C@@H]2CC[C@H]1N2Cc1ccco1	-7%	-3%	x	-27%	2%	0%	-1.0	2
O=C(CCCCCn1c(=S)[nH]c2ccccc2c1=O)N1CCC2(CC1)OCCO2	-4%	11%	-1%	11%	1%	6%	-2.4	5
Cc1cc(OC(C)C(=O)NCC2CCC(C(=O)O)CC2)c2c3c(c(=O)oc2c1)CCC3 (centres undefined)	0%	5%	3%	17%	-6%	3%	1.1	-5
O=C(O)COc1ccc(/C=C2/SC(=S)N(Cc3ccccc3)C2=O)cc1	u	u	6%	-11%	10%	-23%	-1.9	u
O=P(Oc1ccccc1)(Oc1ccccc1)c1ccccc1	-5%	u	0%	-11%	-8%	-8%	-0.8	3
OCC[N+]12CCC(CC1)C(C(O)(c1ccccc1)c1ccccc1)C2 (centres undefined)	-4%	2%	1%	-1%	10%	-3%	-2.4	2
O=C(c1cc(C(=O)NCc2ccc(Cl)cc2)c(=O)n(Cc2ccc(Cl)cc2)c1)c1cc(F)ccc1O	-2%	6%	-1%	-5%	4%	-13%	-0.3	1
COC(=O)CCCNC(=O)CN1CC(c2ccccc2)CC1=O (centres undefined)	-4%	2%	1%	-6%	-4%	-3%	-0.2	1
COC(=O)C1=C(c2ccc(S(C)(=O)=O)cc2)C[C@@H]2CC[C@H]1N2C(=O)NCCCOC(C)C	-10%	6%	x	-8%	4%	4%	-2.3	-4
CC(=O)c1c(O)n(C2CCCCCC2)c(=O)[nH]c1=O	4%	-5%	0%	-6%	-1%	-9%	-2.9	-7
O=C(C(=O)N1CCOCC1)c1cn(CCCOc2ccccc2)c2ccccc12	-2%	-8%	-4%	-4%	2%	-7%	-1.7	0
O=C(CN1CCCCC1)NCC(=O)Nc1ccc(Br)cc1C(=O)c1ccccc1	-4%	-3%	-5%	-10%	-1%	-4%	-1.2	6

An excerpt; count on the stated rates, not on these rows.
